Source: PubChem
CHT allo act: allosteric activators of human choline transporter CHT | B-score at 10 µM | AID 488977 | 310,000 tested, 0.49% active | CHT-expressing cells, membrane potential dye, choline EC20; active compounds read high; LV-AA mutant CHT in HEK293 cells;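 active = initial fluorescence not abnormally high and integrated response B-score, plate-corrected, over 3 SD above library mean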
Target sequence (Q9GZV3 whole entry, looked up): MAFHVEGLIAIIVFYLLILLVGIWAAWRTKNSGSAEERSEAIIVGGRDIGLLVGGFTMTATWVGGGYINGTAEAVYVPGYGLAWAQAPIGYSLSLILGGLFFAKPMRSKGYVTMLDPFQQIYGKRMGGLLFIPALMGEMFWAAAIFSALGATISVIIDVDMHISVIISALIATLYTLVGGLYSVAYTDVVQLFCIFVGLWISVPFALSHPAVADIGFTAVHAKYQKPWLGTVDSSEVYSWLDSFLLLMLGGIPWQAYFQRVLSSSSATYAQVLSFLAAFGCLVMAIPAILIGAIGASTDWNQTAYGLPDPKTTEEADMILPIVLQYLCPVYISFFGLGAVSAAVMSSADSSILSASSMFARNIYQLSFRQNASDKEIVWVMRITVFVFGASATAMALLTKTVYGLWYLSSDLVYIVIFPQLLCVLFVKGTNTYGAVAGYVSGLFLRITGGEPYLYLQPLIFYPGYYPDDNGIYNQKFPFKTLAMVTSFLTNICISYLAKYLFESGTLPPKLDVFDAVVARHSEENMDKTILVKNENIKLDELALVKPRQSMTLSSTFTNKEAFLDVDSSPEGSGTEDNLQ
CHT block: inhibits the human high affinity choline transporter | CHT-expressing cells, membrane potential dye, choline response; active compounds read low | 310,000 tested, 0.86% active | AID 488975 | Q9GZV3 | B-score at 10 µM;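 active = B-score over 3 SD under the library average, and starting fluorescence ratio not unusually high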;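 also: choline stimulus applied at its EC90 after an EC20 pre-addition; B-score computed on integrated fluorescence ratio after choline addition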
Starred values were filed as active, the others as inactive; i = inactive.

item | SMILES | CHT allo act | CHT block
1 | O=C(Nc1nc2c(F)cc(F)cc2s1)c1ccco1 | i | i
2 | COc1cc(NS(=O)(=O)c2cc3c(cc2C)NC(=O)CO3)cc(OC)c1 | i | i
3 | C=CCOc1ccc(/C=C/C(=O)OC(C)C(=O)Nc2ccc(NC(C)=O)cc2)cc1 (stereo not given) | i | i
4 | Cc1ccc(/C(O)=C2\C(=O)C(=O)N(CCN(C)C)C2c2ccccc2F)cc1 (stereo not given) | i | i
5 | COc1cc(/C=C/C(=O)OCC(=O)NCCC2=CCCCC2)ccc1O | i | i
6 | OCCC1CN(Cc2cc3c(cc2Cl)OCO3)CCN1Cc1ccccc1 (stereo not given) | i | i
7 | Cc1ccc(OCC(=O)NC2CCS(=O)(=O)C2)c([N+](=O)[O-])n1 (stereo not given) | i | i
8 | O=C(CN1CCSC1=NCc1ccccc1)c1ccc(Cl)cc1 | i | i
9 | NS(=O)(=O)c1ccc(NC(=O)COC(=O)c2c3c(nc4ccccc24)/C(=C\c2ccc4c(c2)OCO4)CCC3)cc1 | i | i
10 | CC1CN(C(=O)CCN2C(=O)c3ccccc3C2=O)CC(C)O1 (stereo not given) | i | i
11 | O=C(NCCN1CCCC1)C1CCC(=O)N(CCCN2CCOCC2)C1 (stereo not given) | i | i
12 | COc1ccccc1NC(=O)CCN1CCN(Cc2ccccc2)CC1 | i | i
13 | CCOC(=O)N1CCN(C(=O)c2cc(COc3ccc(F)cc3F)on2)CC1 | i | i
14 | Cc1nnc2ccc(N3CCOCC3)nn12 | i | i
15 | COc1cc2c(cc1/C=C1/NC(=O)N(CC(=O)Nc3ccccc3)C1=O)OCO2 | i | i
16 | CC(C)N(C(=O)COC(=O)c1ccccc1C(=O)c1ccc(Cl)c([N+](=O)[O-])c1)C(C)C | i | i
17 | COCc1ccc(C(=O)N2CCc3c([nH]c4ccccc34)C2c2ccccn2)s1 (stereo not given) | i | i
18 | O=C(/C=C/c1ccc2ccccc2n1)N1CCN(c2ccccc2)CC1 | i | i
19 | O=C1CSC(=NC(=O)c2ccccc2)N1 | i | i
20 | COc1ccc(NC(=O)N(Cc2cc3cc(OC)ccc3[nH]c2=O)CC2CCCO2)cc1 (stereo not given) | i | i
21 | CC(=O)NC(CC(=O)O)C(=O)O (stereo not given) | i | i
22 | O=C(CNC(=O)c1ccc(S(=O)(=O)N2CCCC2)cc1)N/N=C/c1ccco1 | i | i
23 | OC(c1cc(-c2ccc(Cl)cc2)nc2ccccc12)C1CCCCN1 (stereo not given) | i | i
24 | Cc1ccc(NC(=O)CN(C)S(=O)(=O)c2cnc[nH]2)cc1C | i | i
25 | N#CCC(=O)N1CCN(C=O)CC1 | i | i
26 | N#Cc1cnn2c(-c3cccc(C(F)(F)F)c3)ccnc12 | i | i
27 | O=Cc1c(Nc2ccccc2Cl)nc2ccccn2c1=O | i | i
28 | CCOC(=O)c1c(C)[nH]c(C(=O)C(C)Cl)c1C (stereo not given) | i | i
29 | CCOC(=O)C(C)Sc1nnc(-c2ccccc2O)n1-c1ccc(C)cc1 (stereo not given) | i | i
30 | O=C(CSc1ncn[nH]1)Nc1c(F)cc(F)cc1Br | i | i
31 | CCOCC(=O)Nc1ccc(S(=O)(=O)Nc2ncccn2)cc1 | i | i
32 | CCc1ccccc1NC(=O)/C(C#N)=C/c1ccc(Sc2ccccc2)o1 | i | i
33 | CSc1nc(SCC(=O)NCc2ccco2)c2c3c(sc2n1)COC(C)(C)C3 | i | i
34 | CCC(C(=O)OCC(=O)N(CCOC)c1c(N)n(Cc2ccccc2)c(=O)[nH]c1=O)c1ccccc1 (stereo not given) | i | i
35 | CCN(CC(=O)Nc1ccc(NC(C)=O)cc1)C(=O)c1cc(S(=O)(=O)N2CCCCCC2)ccc1OC | i | i
36 | O=S(=O)(Nc1ccc2c(c1)OCO2)c1ccc(Br)s1 | i | i
37 | Cc1csc(NC(=O)/C=C/c2ccco2)n1 | i | i
38 | CS(=O)(=O)N(CC(=O)Nc1cc(Cl)ccc1Cl)c1ccccc1Cl | i | i
39 | CCOC(=O)c1ccc2ncc(C(=O)OCC)c(Nc3ccc(N4CCOCC4)cc3)c2c1 | i | i
40 | CC(C)CN(CC(C)C)S(=O)(=O)N1CCC(C(=O)NCCN2CCOCC2)CC1 | i | i
41 | O=C(Cn1cnc2c(cnn2-c2ccccc2Cl)c1=O)N1CCc2ccccc21 | i | i
42 | COc1ccc(-n2nc(C(=O)NCC(=O)NCc3ccccc3OC)c3ccccc3c2=O)c(OC)c1 | i | i
43 | COC(=O)CSc1[nH]c2ccc(F)cc2c1[N+](=O)[O-] | i | -7.21*
44 | COc1ccc(C(=O)C2CCCN(Cc3ccc4nonc4c3)C2)c(C)c1 (stereo not given) | i | i
45 | O=C(CN1CCOCC1)Nc1cc(Cl)ccc1Cl | i | i
46 | CCC(=O)c1ccc(OCC(=O)OCC(=O)N(C)CC(=O)Nc2ccc(F)cc2)cc1 | i | i
47 | c1ccc2c(c1)NC1(CCCCC1)n1c-2nc2ccccc21 | i | i
48 | COc1ccc(/C=C(/C(=O)c2ccc(Cl)cc2Cl)n2cncn2)cc1 | i | i
49 | CC(=O)Nc1ccc(NC(=O)C(C)Oc2ccc(Cl)cc2Cl)cc1 (stereo not given) | i | i
50 | CCc1cc2cccc(C)c2nc1SCC(=O)c1ccc(NC(C)=O)cc1 | i | i
51 | COc1ccc(-c2nn(-c3ccccc3)cc2/C=N/NS(=O)(=O)c2ccccc2)cc1 | i | i
52 | COc1cccc2c1OCC/C2=N\NC(=O)COc1ccc(C)cc1 | i | i
53 | COc1ccc(/C=N/NC(=O)c2cccc(NC(C)=O)c2)c(OC)c1 | i | i
54 | O=C(NCc1ccccc1)c1ccc(NC(=O)C2CCCO2)cc1 (stereo not given) | i | i
55 | O=C1ON=C(c2ccccc2)/C1=C\c1ccco1 | i | i
56 | COc1cccc(C(=O)Nc2ccc(NC(=O)c3ccco3)nc2)c1 | i | i
57 | CNC(=O)[C@H]1O[C@@H](n2cnc3c(NCc4cccc(I)c4)ncnc32)[C@H](O)[C@@H]1O | i | -5.15*
58 | CCn1c(C2CC(=O)N(Cc3ccccc3)C2)nc2ccccc21 (stereo not given) | i | i
59 | Cc1cc(C)c2c(-n3cccc3)c(NC(=O)OC(C)C)sc2n1 | i | i
60 | CC(C)c1ccc(CNc2ccc([N+](=O)[O-])cn2)cc1 | i | i

Complete entries, quoted from the list.
CS(=O)(=O)N(CC(=O)Nc1cc(Cl)ccc1Cl)c1ccccc1Cl across the screens: CHT allo act = i; CHT block = i
CCc1cc2cccc(C)c2nc1SCC(=O)c1ccc(NC(C)=O)cc1 across the screens: CHT allo act = i; CHT block = i

(further entries)
item | SMILES | CHT allo act | CHT block
61 | Cc1ccc(-c2csc(N3CCN(c4cc5c(cc4Cl)nc(-c4ccncc4)n5CCN4CCCCC4)CC3)n2)cc1 | i | i
62 | COC(=O)c1cccc(NC(=O)Cc2ccc(OC)cc2)c1C | i | i
63 | Cc1ccc(NC(=O)CN(C)C(=O)c2cc(S(=O)(=O)N(C)C)ccc2N2CCCC2)cc1 | i | i
64 | CN(C)CCCNc1cn[nH]c(=O)c1Cl | i | i
65 | CSc1sccc1/C=N/NC(=O)c1ccncc1 | i | i
66 | Cc1c(C(=O)NCc2cccnc2)sc2nc(-c3ccc(F)cc3)cn12 | i | i
67 | Cc1cccc2cc(C#N)c(SCC#N)nc12 | i | i
68 | CCCCCOc1ccc(C(=O)C(c2ccccc2)N2CCOCC2)cc1 (stereo not given) | i | i
69 | COc1ccc2c(c1)O[C@@H](c1cccc(C(F)(F)F)c1)[C@H](OC(=O)Nc1ccc(OC(F)F)cc1)C2=O | i | i
70 | C=CCNc1nnc(SCC(=O)N2CCC(C(N)=O)CC2)s1 | i | i
71 | CC(C)C(=O)Nc1cccc(C(=O)Nc2cc([N+](=O)[O-])ccc2Cl)c1 | i | i
72 | CN1CCN(c2ccc(Cl)cc2NC(=O)/C=C/c2cccc(F)c2)CC1 | i | i
73 | COc1ccc(C(=O)COC(=O)CNC(=O)c2cccs2)cc1Br | i | i
74 | O=c1c2c3c(sc2ncn1/N=C/c1ccncc1)CCCC3 | i | i
75 | CC(C(=O)O)c1ccc(-c2ccccc2)c(F)c1 (stereo not given) | i | i
76 | CC(C)CN(C(=O)COC(=O)c1cnc(Cl)c(Cl)c1)c1c(N)n(Cc2ccccc2)c(=O)[nH]c1=O | i | i
77 | CCc1ccc(N(C(=O)c2csnn2)C(C(=O)NC(C)(C)C)c2cccnc2)cc1 (stereo not given) | i | i
78 | CCCOc1ccc(C(=O)Nc2ccc(S(=O)(=O)Nc3cc(C)nc(C)n3)cc2)cc1 | i | i
79 | CN(C(=S)NC(=O)c1ccccc1)C1CCCCC1 | i | i
80 | COc1ccc(CCc2nc(-c3cccs3)no2)cc1 | i | i
81 | OC1CCCN(c2c3c(nc4cc(-c5cccc(F)c5)nn24)CCCC3)C1 (stereo not given) | i | -5.23*
82 | O=C(Nc1ccccc1)c1oc2ccccc2c1NC(=O)C1CC1 | i | i
83 | CCN(Cc1ccccc1)S(=O)(=O)c1nc2nc(C)c(C)c(C)n2n1 | i | i
84 | CCC(=O)Nc1ccc(/C(C)=N/NC(=O)c2c(-c3ccccc3Cl)noc2C)cc1 | i | i
85 | CC(C)(C)c1nnc(NC(=O)c2ccc3c(c2)OCO3)s1 | i | i
86 | O=C(Nc1ccc(F)cc1F)Nc1ccccc1C(=O)NCCN1CCNC1=O | i | i
87 | COCCN(Cc1ccco1)C(=O)C1CCCN(c2ncnc3c2nc2n3CCCCC2)C1 (stereo not given) | i | i
88 | CCc1cccc(NC(=O)C2CCN(S(=O)(=O)c3ccc4[nH]c(=O)ccc4c3)CC2)c1 | i | i
89 | CCOC(=O)CSc1nc2c(cnn2-c2ccc(C)cc2)c(=O)[nH]1 | i | i
90 | COCCNC(=O)CN(c1cc(Cl)ccc1OC)S(C)(=O)=O | i | i

Values in list order from the entries so far:
Entries 71–80 in CHT block, in turn: i, i, i, i, i, i, i, i, i, i

Further structures
item | SMILES | CHT allo act | CHT block
91 | CCOC(=O)CCc1c(C)c2ccc(OCC(=O)N(CC)CC)c(C)c2oc1=O | i | i
92 | COc1cccc(Cn2c(-c3nonc3N)nc3ccccc32)c1 | i | i
93 | CCCCn1c(N)c(N(CCOC)C(=O)CCc2ccc(OC)cc2)c(=O)[nH]c1=O | i | i
94 | COC(=O)c1ccc(NC(=O)c2ccccc2CC[N+](=O)[O-])cc1 | i | i
95 | Cc1ccc2c(c1)cc(CN(Cc1ccco1)C(=O)COc1ccccc1)c1nnnn12 | i | i
96 | O=C(Nc1nnc(SCC(=O)N2CCCCC2)s1)c1ccccc1F | i | i
97 | Cc1nnc2sc(SCC(=O)Nc3ccc(Cl)cc3)nn2c1=O | i | i
98 | O=C(COC(=O)C1CC2C=CC1C2)Nc1ccccc1 (stereo not given) | i | i
99 | O=C(/C=C/c1cccc([N+](=O)[O-])c1)N1CCN(Cc2ccc3c(c2)OCO3)CC1 | i | i
100 | COc1ccc(OCC(=O)N/N=C2\CCc3ccccc32)cc1 | i | i
101 | Cc1ccc2nc(/C(C#N)=C/c3ccc(O)c(O)c3)[nH]c2c1 | i | i
102 | Cc1cccc(OC(C)C(=O)Nc2ccc(N3CCCCC3)cc2)c1 (stereo not given) | i | i
103 | Cc1cc(C)cc(N=Cc2ccc([N+](=O)[O-])s2)c1 | i | i
104 | Cc1ccc(N2CCCCn3c2nc2c3c(=O)n(CC(=O)O)c(=O)n2C)cc1 | i | i
105 | CC1Cc2ccccc2N1C(=O)CSc1nnc(CNc2ccccc2)o1 (stereo not given) | i | i
106 | CCc1nc(SCC(=O)N2CCCCC2)c2c(=O)n(C)c(=O)n(C)c2n1 | i | i
107 | CCOc1ccc(C(=O)Nc2cccc3nsnc23)cc1[N+](=O)[O-] | i | i
108 | CC(OC(=O)CCc1nc2ccccc2[nH]c1=O)c1ccccc1 (stereo not given) | i | i
109 | CCc1ccc(OCC(O)CN2CCN(c3ccccn3)CC2)cc1 (stereo not given) | i | i
110 | CC(Sc1nnc(C(F)(F)F)n1C)C(=O)Nc1ccc(S(N)(=O)=O)cc1 (stereo not given) | i | i
111 | O=C(O)C1CCN(C(=O)COc2ccc3c(c2)oc(=O)c2ccccc23)CC1 | i | i
112 | COC(=O)c1c(NC(=O)CN2C(=O)c3ccccc3C2=O)sc(Cc2ccc3c(c2)OCO3)c1C | i | i
113 | COCCNC(=O)C1CCN(S(=O)(=O)c2ccc3c(c2)OCCO3)CC1 | i | i
114 | Cc1cccc(C(=O)NC2C(=O)NNC2c2ccc(Cl)cc2)c1 (stereo not given) | i | i
115 | CCCCC1C2=C(CCCC2=O)OC2=C1C(=O)CCC2 | i | i
116 | CCC(=O)NC(=S)Nc1ccc(NC(=O)c2cccc([N+](=O)[O-])c2C)cc1 | i | i
117 | COc1ccc(OC)c(S(=O)(=O)Nc2ccccc2C)c1 | i | i
118 | CCCCNC(=O)Nc1ccccc1C(=O)Nc1ccc(OC)cc1 | i | i
119 | CCC(=O)Nc1ccc(Cl)c(NC(=S)NC(=O)c2cc3ccccc3o2)c1 | i | i
120 | O=C(CSc1nc2ccccc2c(=O)n1CC1CCCO1)NCCc1ccccc1 (stereo not given) | i | i
121 | CCCn1c(C)cc(C(=O)COC(=O)c2nccnc2N)c1C | i | i
122 | Cc1oc(-c2ccc(Cl)cc2)nc1CN1CCC(C(=O)NCc2ccco2)CC1 | i | i
123 | CCNc1ccc(C(=O)OCC(=O)NCc2ccc(C)cc2)cc1[N+](=O)[O-] | i | i
124 | CCN(CC)S(=O)(=O)c1ccc(N2CCN(c3ccccc3O)CC2)nc1 | i | i
125 | CCc1cccc(C)c1NC(=O)Cn1c(NCCO)nc2ccccc21 | i | i

3 structures out of the list, sorted by molar mass, low to high.
item | SMILES | CHT allo act | CHT block
121 | CCCn1c(C)cc(C(=O)COC(=O)c2nccnc2N)c1C | i | i
125 | CCc1cccc(C)c1NC(=O)Cn1c(NCCO)nc2ccccc21 | i | i
123 | CCNc1ccc(C(=O)OCC(=O)NCc2ccc(C)cc2)cc1[N+](=O)[O-] | i | i
